ABCB1 block = ABCB1 efflux pump inhibitors, primary screen, cell-based, multiplex, flow cytometry, ABCG2 counter-screen; ATP-dependent translocase ABCB1 (Homo sapiens), P08183; CCRF-Adr cells, JC-1 efflux; inhibition, % at 6.6 µM; hit rate 0.067% among 190,000; in the data active = inhibition above about 40%;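 note: 0% = vehicle and 100% = reference inhibitor; higher value means more JC-1 retained so stronger ABCB1 efflux block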
RGS4-Gao reg = modulators of RGS4 binding to Galphao, primary screen, biochemical, multiplexed bead flow cytometry; actives lie on both sides; binding response (% of control), % at 10 µM; hit rate 0.33% among 220,000; AID 1415, 2008; in the data active = binding response below about 49% or above about 150%; inactive = in between;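 note: fluorescent Galphao activated with aluminum fluoride binding bead-coupled RGS4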
Pf gametocyte = late stage P. falciparum gametocyte viability inhibitors, primary screen, ATP luminescence, HTS | hit rate 0.065% among 150,000 | inhibition, % at 10.9 µM | P. falciparum stage V gametocytes, 24 h;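 active = inhibition above the mean plus 3 SD of compounds within the control limits, set per campaign, cut at about 38% in these data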;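 note: 0% = DMSO wells and 100% = medium only without gametocytes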
Avidin fluor = green autofluorescence of compounds with avidin beads – biophysical, 488/530 nm, flow cytometry, artefact control, profiling panel; hit rate 0.38% among 220,000; fluorescence (KMESF) at 10 µM; compound fluorescence 488/530 nm; stronger effect = higher value; in the data active = fluorescence above about 47; note: inactives centre near 10
ABCG2 block = ABCG2 efflux pump inhibitors, primary screen, multiplex with ABCB1, IgMXP3 cells, flow cytometry. Broad substrate specificity ATP-binding cassette transporter ABCG2 (Homo sapiens), Q9UNQ0. JC-1 efflux. inhibition, % at 6.6 µM. hit rate 0.1% among 190,000;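 active = inhibition above 80%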;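 note: 0% = DMSO and 100% = nicardipine control wells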
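Test system: IgMXP3 (ABCG2) plus far-red-tagged CCRF-Adr (ABCB1) cells. Reagent: JC-1 dye as substrate. Timing: 10 min exposure at 25 °C with rotation, no wash. Measured by: flow cytometric JC-1 green MFI at 530 nm. Read-out: percent efflux inhibition, scaled nicardipine 100% to DMSO 0%. Control set: nicardipine and DMSO wells.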
RGS7-Gao = RGS7-Galphao binding modulators, primary screen, biochemical, multiplexed bead flow cytometry | actives lie on both sides | binding response (% of control), % at 10 µM | AID 1439, 2008 | Guanine nucleotide-binding protein G(o) subunit alpha (Homo sapiens), P09471 | hit rate 0.35% among 220,000; in the data active = binding response below about 49% or above about 150%; inconclusive = no clear call, values can overlap the other calls; inactive = in between;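 note: fluorescent Galphao held in activated GDP-AlF4 state binding bead-coupled RGS7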
Mcl-1 Bim block = inhibitors of Bim peptide binding to Mcl-1, primary screen, biochemical, bead-based flow cytometry, multiplex. Induced myeloid leukemia cell differentiation protein Mcl-1 (Homo sapiens), Q07820. Bim peptide-Mcl-1 binding. inhibition, % at 10 µM. hit rate 0.1% among 190,000. AID 1009, 2008; in the data active = inhibition above about 40%;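 note: 0% = no compound tracer wells and 100% = peptide blocker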
Mcl1-Noxa inh = Mcl-1/Noxa binding inhibitors, primary screen, biochemical, TR-FRET, 1536-well | Induced myeloid leukemia cell differentiation protein Mcl-1 (Homo sapiens), Q07820 | AID 1022, 2008 | hit rate 1.5% among 220,000 | TR-FRET Mcl-1/Noxa peptide binding, 2 h | inhibition, % at 21.7 µM;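 active = compounds that cut the protein-peptide binding signal by more than 50% relative to plate controls in a single-dose test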;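 note: His-tagged Mcl-1 with rhodamine Noxa BH3 peptide and terbium anti-His antibody; 0% = Mcl-1 plus Noxa peptide wells and 100% = peptide-only wells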
Mcl1 Bid PPI = Mcl-1/Bid binding inhibitors, primary screen, biochemical, TR-FRET, 1536-well. Induced myeloid leukemia cell differentiation protein Mcl-1 (Homo sapiens), Q07820. TR-FRET Mcl-1/Bid-Dy647 peptide binding. inhibition, % at 21.7 µM. hit rate 0.97% among 220,000. AID 1021, 2008;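 active = compounds that cut the binding signal by more than half at the single screening dose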;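 note: His-tagged Mcl-1 with europium anti-His antibody binding Bid BH3 peptide; 0% = Mcl-1 plus peptide wells and 100% = peptide-only wells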
GSH bead fluor = compound fluorescence on glutathione beads, profiling panel, artefact control, biophysical, 488/530 nm, flow cytometry; GSH beads flow cytometry, compound fluorescence 488/530 nm; stronger effect = higher value; fluorescence (KMESF) at 10 µM; hit rate 0.25% among 190,000; in the data active = fluorescence above about 89;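 note: glutathione beads carrying GST-tagged Bcl family fusion proteins plus one bare bead set; values are compound well signal with DMSO vehicle wells as background; inactives centre near 16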
RGS8-Gao = RGS8-Galphao binding modulators, primary screen, biochemical, multiplexed bead flow cytometry | response (percent of control binding), % at 10 µM | actives lie on both sides | hit rate 0.34% among 220,000; in the data active = response below about 60% or above about 140%; inactive = in between;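 note: Galphao activated as the GDP aluminium fluoride complex binding bead-coupled RGS8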
The depositor's hits bear a star; ? = inconclusive; nt = no result given.

molecule,ABCB1 block,RGS4-Gao reg,Pf gametocyte,Avidin fluor,ABCG2 block,RGS7-Gao,Mcl-1 Bim block,Mcl1-Noxa inh,Mcl1 Bid PPI,GSH bead fluor,RGS8-Gao
O=C1CN(C(=O)CSc2nncn2-c2ccccc2)c2ccccc2N1,0.1,121,-1,18,1,115,0,5,-39,10,109
O=c1oc2ccc(Br)cc2cc1S(=O)(=O)c1ccc(F)cc1,nt,99,nt,9,13,101,12,19,4,6,95
CCN(CC)C(=O)Cn1cc(S(=O)(=O)CC(=O)N2CCCCCC2)c2ccccc21,0.3,103,2,10,2,100,5,10,-24,23,101
COc1ccc(C/C(N)=N/n2cnnc2)cc1Cl,1.9,102,2,13,5,102,0,-18,-3,28,100
COc1cccc(C(=O)Nc2ccc(F)cc2F)c1,0.5,99,nt,6,3,105,0,-1,-8,15,101
c1ccc(OCc2noc(CN3CCC(C4CCCCC4)C3)n2)cc1 (stereo not given),0.1,92,2,12,3,102,0,18,-19,13,96
Cc1cc(OCc2ccc(C(=O)n3cccn3)o2)ccc1Cl,0.3,103,nt,6,1,103,-6,16,-8,17,103
Cc1ccc(C(=O)Nc2nc3ccc(S(C)(=O)=O)cc3s2)o1,-0.2,100,8,5,3,103,-4,2,-7,17,104
COc1ccc(NC(=O)C(F)(F)F)cc1OC,0.1,103,-8,14,1,104,0,10,-25,29,103
CCCCC(CC)CNC(=O)c1cc2ccccc2c(=O)o1 (stereo not given),1.4,106,-13,5,14,107,-2,-4,11,10,97
Cc1ccc(S(=O)(=O)CCC(=O)Nc2ccc(S(=O)(=O)N(C)C)cc2)cc1,-0.1,97,nt,20,3,94,-2,-9,-18,9,94
COc1cc(S(=O)(=O)N2CCN(C(=O)c3ccccc3)CC2)c(OC)cc1Br,0.4,100,-9,10,0,100,0,2,-17,15,99
CCOC(=O)c1nn(-c2ccc(Cl)cc2)c2nnc(Cc3ccccc3)c(=O)n12,1.4,96,-10,5,18,95,-2,6,7,8,94
COc1cccc2cc(/C(C)=N/NC(=O)c3ccco3)oc12,0.6,98,-4,12,7,97,19,6,-5,11,98
Cc1ccnc(NS(=O)(=O)c2ccc(NC(=O)c3cc(-c4ccc(Br)cc4)nc4ccccc34)cc2)n1,-1.1,101,-3,15,-6,102,-1,-7,-23,11,104
CCOC(=O)c1c(C)nc2sc(C(=O)Nc3ccc(OC)cc3)c(N)c2c1-c1ccc(OC)cc1,0.7,97,nt,27,0,99,-1,-26,-24,25,102
Cc1cc(NC(=O)COc2c(C)cccc2C)no1,1.5,98,-8,6,23,97,0,-1,0,23,102
COc1ccc(NC(=O)Nc2cc(C)ccc2F)cc1,0.2,102,nt,7,5,97,0,17,-2,16,99
Cc1oc2c(c1C(=O)NCCO)CCCC2,-0.8,102,nt,21,-1,104,0,7,-22,21,102
Nc1nnc(CC(=O)NCc2ccccc2)s1,0.4,98,nt,17,0,97,1,1,-16,20,100
COc1ccc(NC(=O)COC(=O)C(CC(C)C)N2C(=O)C3CC=CCC3C2=O)cc1Cl (stereo not given),0.8,99,-1,12,4,104,-3,13,-9,14,100
O=C1CC(C(=O)Nc2ccc(C(=O)O)cc2)C(c2ccccc2)O1 (stereo not given),0.8,101,nt,15,2,101,-7,-10,-25,34,105
CCCS(=O)(=O)c1csc(C(=O)OC)c1N,nt,102,0,7,nt,?,nt,-23,-10,nt,102
O=C1CCCC2=C1C(c1ccc(O)c(O)c1)Nc1ccc3ncccc3c12 (stereo not given),0.5,92,nt,8,1,95,5,77*,-24,63,89
CCOC(=O)c1cnn(Cc2ccccc2Cl)c1N,1.1,88,10,15,3,98,-4,10,-29,7,98
O=C(CN1CCCN(Cc2ccc(F)cc2Cl)C1=O)NCc1ccccc1,0.9,100,nt,30,6,101,-3,22,-7,16,100
CCOC(=O)C[N+](C)(C)CCOC1CC2CCC1(C)C2(C)C (stereo not given),0.1,97,-2,9,0,99,-2,6,-8,9,100
COc1ccc(OC)c(CC(NC(C)=O)C(=O)NC2CCN(c3c(Cc4ccccc4)c(C)nc4ncnn34)CC2)c1 (stereo not given),-0.2,102,nt,4,-1,101,-1,3,-37,9,101
N#CC(c1nc2ccccc2nc1OCCO)S(=O)(=O)c1ccccc1 (stereo not given),nt,92,-5,10,nt,?,nt,-3,-10,nt,97
CCOc1nc(N(C)C)nc(-n2nnc(C(C)=O)c2C)n1,1.6,100,-5,29,53,100,-7,2,-3,23,102
O=C(CSc1nnc(-c2cccs2)n1Cc1ccco1)c1ccc2c(c1)OCO2,2.2,110,nt,11,24,103,15,16,11,12,96
Cc1cccc(C)c1NC(=S)N(Cc1ccco1)C1CCN(C(C)C)CC1,1.4,102,-13,17,6,106,-6,17,-24,17,102
O=C(O)C1Nc2c(O)cccc2C2C=CCC12 (stereo not given),-1.4,82,-4,0,-17,52,-2,115*,86*,7,72
N#Cc1c(NC(=O)CCn2cnc3ccccc3c2=O)oc(-c2ccccc2)c1-c1ccccc1,0.1,121,26,4,0,112,-2,7,-4,29,111
CCOC(=O)C1=C(C)NC2=C(C(=O)CCC2)C1c1ccsc1 (stereo not given),0.3,92,nt,12,3,95,0,2,-56,26,101
Cc1cccc(NC(=S)NNC(=O)c2csc(C(C)C)c2)c1,-0.3,97,0,21,0,101,-4,-33,-58,21,99
Cc1cc(C)c(S(=O)(=O)N2CCN(c3ccc([N+](=O)[O-])c(NCc4ccco4)c3)CC2)c(C)c1,2.2,105,0,16,15,103,-1,10,-9,19,103
NC(=S)NNC(=O)c1ccccc1,0.9,97,nt,7,6,99,-3,5,-19,17,101
O=C(NCCN1CCN(c2ccccc2F)CC1)C1CC(=O)N(C2CCCC2)C1 (stereo not given),0.1,101,10,7,0,96,-1,-3,-7,26,101
CCOc1ccc(NC(=O)N(CCCN2CCOCC2)Cc2cccnc2)cc1,0.3,99,nt,9,1,97,0,23,-20,22,100
O=C(O)c1ccccc1NC(=S)NC(=O)c1sc2ccccc2c1Cl,-0.5,98,-16,6,-2,92,-9,58*,0,18,98
Cc1cc(N2CCCCC2)nc(SCc2ccc(C#N)cc2)n1,0.4,105,nt,15,1,104,0,15,13,63,108
COc1cc(C(=O)N(Cc2ccccn2)CC2CCCO2)cc(OC)c1OC (stereo not given),0.4,104,nt,8,2,105,2,0,12,4,102
O=C(NCCSc1ccccc1)c1ccco1,-1.8,100,8,4,-1,102,-1,1,1,38,102
CC1CCCCC1NC(=O)CSc1nnc(N)s1 (stereo not given),0.3,104,-5,9,1,101,-1,-1,1,18,102
CC12CCC(C(=O)NCC3CCCO3)(OC1=O)C2(C)C (stereo not given),0.3,104,3,15,0,101,0,7,-7,34,103
CCOC(=O)c1ccc(NC(=O)CC2COc3ccccc3O2)cc1 (stereo not given),-0.2,101,-4,34,0,97,-2,25,8,19,101
Cc1ccc(-c2ccc(SCC(=O)N3CCN(c4ccccc4)CC3)nn2)cc1,-0.6,99,nt,14,-8,100,-3,18,-23,15,101
CCCC(=O)Nc1cc(-c2nnc(OC)c3ccccc23)ccc1N1CCCCC1,2.2,105,nt,6,6,103,1,28,-6,40,101
Cc1ccc(S(=O)(=O)N(C)c2ccc3ccccc3c2)cc1,0.6,101,3,10,2,?,3,16,-13,12,101
COc1ccccc1C(=O)NNC(=O)c1ccc(NC(=O)C(C)C)cc1,0.4,101,22,9,9,?,3,9,-32,19,101
CCOc1ccccc1-c1nc(-c2ccc(NC(=O)Cc3ccc(OC)cc3)cc2)no1,-0.4,101,-8,17,-1,99,1,-9,13,62,102
CCCC(=O)Nc1cc2c(cc1C(=O)c1ccccc1)OCCO2,0.3,100,-2,5,2,99,-5,7,-3,51,100

A few values from the list:
Value for COc1cc(C(=O)N(Cc2ccccn2)CC2CCCO2)cc(OC)c1OC (stereo not given) in Mcl1 Bid PPI: 12
Value for CCCC(=O)Nc1cc2c(cc1C(=O)c1ccccc1)OCCO2 in ABCB1 block: 0.3
